Source: PubChem
NS3 helicase inh: inhibitors of Hepatitis C virus NS3 helicase; inhibition, % at 10.9 µM; NS3 helicase DNA unwinding, Cy5 molecular beacon fluorescence; 290,000 compounds, 0.56% hits;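 active = inhibition above the mean of all tested compounds plus 3 SD, set per campaign, cut at about 35% in these data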;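 also: 0% = DMSO wells and 100% = thioflavine S control wells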
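Assay system: hepatitis C virus NS3 helicase domain fragment enzyme. Also added: annealed dual-labelled DNA beacon duplex, ATP-started. Timing: 1 h reaction at 25 °C, ATP-initiated. Technique: Cy5 fluorescence at 0 and 60 min, beacon hairpin quenching. Evaluation: % inhibition of unwinding. Replication: one well per compound.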
PfM18AAP inh: PfM18AAP enzyme inhibition. 290,000 compounds, 1.2% hits. inhibition, % at 7.35 µM. recombinant PfM18AAP, H-Glu-NHMec fluorogenic cleavage. AID 1822;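 active = inhibition above the campaign mean inhibition over all tested compounds plus 3 SD, cut at about 28% in these data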;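 also: 0% = plate median of test compound wells and 100% = 2 mM ZnCl2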
DNA FID counter: fluorescent intercalator displacement, NS3 helicase counter-screen. DNA fluorescent intercalator displacement, fluorescence. inhibition, % at 7.9 µM. 290,000 compounds, 0.17% hits. AID 1845; in the data active = inhibition above about 37%;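 also: 0% = vehicle and 100% = reference compound; higher means more ethidium bromide displaced from hairpin DNA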
SUMO HTRF inh: inhibitors of human SUMOylation (UBC9) | P63279 | HTRF SUMOylation assay, SAE1/SAE2 + UBC9, in vitro | inhibition, % at 35 µM | 290,000 compounds, 0.36% hits | AID 2006; in the data active = inhibition above about 50%, passing the limit was not always enough; also: strong numbers were not always called active
Target sequence (P63279 whole entry, looked up): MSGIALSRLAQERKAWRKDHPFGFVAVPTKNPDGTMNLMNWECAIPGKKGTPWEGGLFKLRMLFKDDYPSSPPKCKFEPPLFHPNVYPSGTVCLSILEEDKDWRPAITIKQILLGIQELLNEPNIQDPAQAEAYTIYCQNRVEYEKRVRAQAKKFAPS
VIM-2 inh: blocks Pseudomonas aeruginosa VIM-2 metallo-beta-lactamase; purified VIM-2, nitrocefin hydrolysis, epi-absorbance fluorescence; 290,000 compounds, 0.89% hits; AID 1527; inhibition, % at 5.6 µM;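 active = inhibition above the mean of all tested compounds plus 3 SD, cutoff set per screening run, cut at about 7.5% in these data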;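 also: red hydrolysis product quenches plate fluorescence so inhibitors raise well fluorescence; 0% = enzyme with DMSO and 100% = DMSO without enzyme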
MEKK2 mut-MEK5: signal of MEK5 binding to mutant human MEKK2 PB1 domain | percent response, % at 10 µM | AID 1530 | bead flow cytometry, Alexa488-MEK5 binding to MEKK2 mutant | 290,000 compounds, 0.35% hits; in the data active = percent response above about 24%, passing the limit was not always enough; also: inactives centre near 1; some results filed as inactive read as strong as hits
NALP1 yeast inh: inhibitors of NALP1 inflammasome in yeast; S. cerevisiae NALP1/ASC/caspase-1 growth, X-gal OD620, 72 h; 280,000 compounds, 0.61% hits; inhibition, % at 10 µM; AID 2071; in the data active = inhibition mostly above about 24%, no sharp cut-off; inactive = mostly below about 32%; also: some compounds called inactive have numbers as strong as hits
IMP-1 inh: inhibitors of Pseudomonas aeruginosa IMP-1 metallo-beta-lactamase | inhibition, % at 5.6 µM | 290,000 compounds, 0.45% hits | purified IMP-1, nitrocefin hydrolysis, epi-absorbance fluorescence;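 active = inhibition above the mean plus 3 SD of all compounds in the same screening run, cut at about 4.5% in these data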;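 also: 0% = IMP-1 with DMSO and 100% = DMSO wells lacking enzyme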
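System: Purified IMP-1 | Read-out basis: Percent enzyme inhibition | Controls: IMP-1 with DMSO as 0%, enzyme-free DMSO as 100% | Replicates: One well per compound | Doses: 5.6 µM nominal single concentration | Detection: Epi-absorbance fluorescence, 480 nm excitation, 530 nm emission | Incubation: 25 °C, 15 min preincubation, 25 min reaction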
MEKK2wt PB1 HTS: raises or lowers MEK5 binding to wildtype human MEKK2 PB1 domain | Q9Y2U5 | bead flow cytometry, Alexa488-MEK5 binding to MEKK2 WT; actives lie on both sides | binding response (% of control), % at 10 µM | 290,000 compounds, 1.1% hits; in the data active = binding response below about 67% or above about 130%
Starred values were filed as active, the others as inactive; x = no result given.

SMILES | NS3 helicase inh | PfM18AAP inh | DNA FID counter | SUMO HTRF inh | VIM-2 inh | MEKK2 mut-MEK5 | NALP1 yeast inh | IMP-1 inh | MEKK2wt PB1 HTS
COc1ccccc1CNCC(=O)NCc1ccc(C)cc1 | 1 | 0 | 9 | -4 | -4.6 | -1 | 12 | -3.7 | 94
CCC1CCCCN1c1nc(-c2ccncc2)nc2ccccc12 (centres undefined) | -1 | -1 | -20 | 5 | -1.4 | 8 | 0 | -5.2 | 109
Cc1cc2c(Nc3ccccc3)ncnc2s1 | -6 | -18 | -2 | 8 | 1.2 | -7 | 9 | -1.2 | 80
Cc1c(C(=O)NNS(=O)(=O)c2ccccc2Cl)sc(=S)n1C | 10 | 15 | 4 | 11 | -4.1 | 0 | 29 | -2.6 | 96
Cn1c(=O)n(C)c2cc(S(=O)(=O)NCCO)ccc21 | 2 | -17 | 3 | 79 | -5.6 | -1 | -2 | -4.7 | 101
Cc1ccccc1-n1cnc2c(sc3nc(N4CCOCC4)c4c(c32)CCCC4)c1=O | -3 | -19 | -21 | 2 | 6.1 | -11 | 10 | -0.5 | 81
CCn1ncc(Br)c1C(=O)Nc1ccc(C(C)C)cc1 | 17 | -8 | -25 | 9 | 2.4 | -2 | 39 | 1.6 | 100
COc1cccc2cc(C(=O)N3C(C)CCCC3C)c(=O)oc12 (centres undefined) | -4 | -3 | -15 | 24 | -0.4 | 7 | 7 | 1.3 | 97
Cc1cc2c(cc1C)N(C(=O)CSC1=NCCS1)C(C)(C)c1ssc(=S)c1-2 | 6 | -14 | 7 | 8 | -0.2 | -6 | 30 | -2.3 | 88
CC(=O)N(c1ccc(Cl)cc1)c1cn(C(C)=O)c2ccccc12 | 0 | 5 | -23 | -2 | -1.3 | 1 | -2 | -2.4 | 100
Cc1cc(C2=NNC(=Nc3ccccc3)SC2)c(C)n1C | 0 | 8 | -6 | 23 | -3.6 | -1 | 9 | -4.4 | 104
CCOC(=O)C(CC(=O)O)NCc1ccco1 (centres undefined) | 5 | 1 | -1 | -10 | -3.5 | -2 | -4 | -3.8 | 96
COc1ccc(NC(=O)CSCc2ccc(C#N)cc2)c(OC)c1 | 1 | 5 | -17 | -4 | -0.5 | -6 | -23 | -2.4 | 101
CCCn1c(=S)[nH]c2cc(C(=O)N3CCCC(C(=O)OCC)C3)ccc2c1=O (centres undefined) | 0 | -1 | -16 | 21 | -4.4 | -8 | -3 | -4.8 | 97
Cn1nc(C(=O)NC2CCCCC2)c2c1-c1ccccc1S(=O)(=O)C2 | 22 | 7 | -21 | -10 | 1.5 | -2 | 9 | -0.1 | 98
CCCCn1nc(NC(=O)c2cccs2)c2cc3ccccc3nc21 | -24 | 1 | -10 | 15 | -2.1 | -2 | -8 | -1.5 | 97
N=c1c2cn[nH]c2nc(SCC(=O)c2ccc(Br)cc2)n1-c1ccc(Br)cc1 | -14 | -1 | -3 | 54* | -2.6 | -9 | 16 | -3.4 | 93
Cc1nn(C)c(C)c1/C=C(\C#N)C(N)=O | 0 | -10 | -1 | 14 | -0.6 | -2 | 28 | -1.1 | 106
COC(=O)c1ccccc1NC(=O)C1CCN(c2ncnc3c2nc2n3CCCCC2)CC1 | -7 | -3 | -39 | 11 | -2.6 | 6 | 7 | -4.7 | 98
CSC(=Nc1ccccc1)C1=C(O)COC1=O | -4 | 7 | 1 | 14 | 0.4 | 6 | -91 | -4.2 | 122
O=C1CCCc2c1nc(-c1ccc([N+](=O)[O-])cc1)n2O | 6 | 2 | -2 | 5 | 0.0 | -6 | 22 | 0.0 | 88
C=CCn1c(COc2ccccc2)nc2ccccc21 | 6 | -11 | -21 | 11 | -0.4 | 6 | 3 | -3.1 | 101
Clc1ccccc1-c1nnc2sc(-c3ccccn3)nn12 | -4 | -10 | -11 | 20 | 3.6 | -2 | 7 | -3.5 | 105
COc1cc2c(cc1OC)-c1cc(OCc3ccccc3Cl)nc(=O)n1CC2 | -1 | -4 | -7 | 40 | -0.3 | 2 | 8 | -2.1 | 102
COc1ccc(OCc2nnc(SCC(=O)c3ccccc3)o2)cc1 | -19 | -7 | -16 | 1 | -2.7 | 0 | 14 | -3.3 | 98
CC(C)(C)NC(=O)c1cccc(NC(=O)Cc2ccc(Br)cc2)c1 | 0 | 2 | -14 | -2 | -2.8 | 1 | 28 | -1.9 | 107
CCCOC(=O)c1cccc(NC(=O)COc2ccc([N+](=O)[O-])cc2)c1 | -5 | -7 | -3 | -12 | -4.6 | 2 | 20 | -0.9 | 106
Cc1ccc2nc(C3CCN(C(=O)c4ccco4)CC3)[nH]c2c1 | -2 | 0 | -3 | 12 | -1.3 | 3 | 30 | -4.3 | 100
CCS(=O)(=O)N1CCN=C1SC(C)c1ccccc1 (centres undefined) | 3 | 1 | -8 | 6 | -1.5 | 10 | 4 | -1.2 | 105
Cc1ccc(C(=O)N/N=C2\CC3CC=CC23)c(C)c1 (centres undefined) | 3 | -3 | -7 | 10 | -3.4 | -1 | -4 | -4.2 | 95
COCCN1C(=O)N(c2cccc(OC)c2)C(=O)C1CC(=O)Nc1cccc(F)c1 (centres undefined) | -2 | -16 | -7 | 6 | 0.6 | 0 | 6 | 0.8 | 103
O=C(Nc1cccc(Cl)c1)C1C2C=CC3(O2)C1C(=O)N(CCN1CCCCC1)C3C(=O)NC1CCCCC1 (centres undefined) | -8 | 6 | 3 | 10 | -1.0 | 2 | 7 | -1.6 | 106
Cc1cc(N)c2ccccc2n1 | 3 | 4 | 7 | 12 | -2.5 | -5 | 17 | -3.9 | 92
O=C(CSc1nc2ccccc2c(=O)n1-c1ccc(F)cc1)Nc1ccc2c(c1)CCC2 | 3 | 1 | -13 | -1 | 0.0 | -2 | 30 | -2.9 | 100
CC1Sc2ccc(C(=O)O)cc2NC1=O (centres undefined) | -3 | 44* | 0 | 15 | -1.2 | -6 | 9 | -3.1 | 91
CCCn1c(=S)[nH]c2sc3c(c2c1=O)CCCC3 | 18 | -2 | -8 | -2 | -4.7 | 6 | -3 | -3.9 | 100
Cc1ccc(NC(=O)CC2Oc3ccc(C)cc3NC2=O)c(C)c1 (centres undefined) | -22 | -3 | -26 | -5 | -1.5 | 7 | 1 | -4.8 | 104
O=C(Oc1ccc(/C=N/Nc2ccccc2)cc1)c1ccccc1 | -9 | 3 | -3 | -17 | -1.6 | 0 | 2 | -1.3 | 100
Cc1ccc(/C=C/C(=O)OCC(=O)NC(C)C)o1 | -4 | 2 | -2 | -5 | -1.1 | -12 | 23 | -0.5 | 89
CC(=O)Nn1cc2c(c1-c1ccccc1)c(=O)n(C)c(=O)n2C | -17 | -6 | 4 | -7 | -2.8 | 0 | -25 | -2.0 | 102

In a second layout: entries from further up
CCCn1c(=S)[nH]c2sc3c(c2c1=O)CCCC3
  NS3 helicase inh = 18; PfM18AAP inh = -2; DNA FID counter = -8; SUMO HTRF inh = -2; VIM-2 inh = -4.7; MEKK2 mut-MEK5 = 6; NALP1 yeast inh = -3; IMP-1 inh = -3.9; MEKK2wt PB1 HTS = 100
O=C(CSc1nc2ccccc2c(=O)n1-c1ccc(F)cc1)Nc1ccc2c(c1)CCC2
  NS3 helicase inh = 3; PfM18AAP inh = 1; DNA FID counter = -13; SUMO HTRF inh = -1; VIM-2 inh = 0.0; MEKK2 mut-MEK5 = -2; NALP1 yeast inh = 30; IMP-1 inh = -2.9; MEKK2wt PB1 HTS = 100
COCCN1C(=O)N(c2cccc(OC)c2)C(=O)C1CC(=O)Nc1cccc(F)c1 (centres undefined)
  NS3 helicase inh = -2; PfM18AAP inh = -16; DNA FID counter = -7; SUMO HTRF inh = 6; VIM-2 inh = 0.6; MEKK2 mut-MEK5 = 0; NALP1 yeast inh = 6; IMP-1 inh = 0.8; MEKK2wt PB1 HTS = 103

The results go on:
SMILES | NS3 helicase inh | PfM18AAP inh | DNA FID counter | SUMO HTRF inh | VIM-2 inh | MEKK2 mut-MEK5 | NALP1 yeast inh | IMP-1 inh | MEKK2wt PB1 HTS
CC(=O)c1ccc(N2CCN(C(=O)/C=C/c3ccc(S(=O)(=O)NCc4ccco4)cc3)CC2)cc1 | 6 | -6 | -25 | 12 | -0.6 | -4 | -7 | -3.7 | 101
Cc1nn(Cc2ccc(Cl)c(Cl)c2)c(C)c1NC(=O)c1cc(-c2ccc3c(c2)OCO3)on1 | -5 | 12 | 3 | 14 | 0.1 | -7 | -6 | 2.4 | 88
Cc1ccc(S(=O)(=O)CNC(=S)c2cccc(Cl)c2)cc1 | 5 | 6 | 4 | 6 | 0.3 | 0 | 22 | 2.0 | 100
O=C(O)CC(NC(=O)c1cccc(F)c1)c1ccc(OC2CCCC2)cc1 (centres undefined) | 10 | -5 | -40 | 14 | -0.4 | 11 | 5 | -1.4 | 108
Cc1cccc(N2CCN(Cc3c(C)n(C)n(-c4ccccc4)c3=O)CC2)c1C | -21 | -3 | 5 | 7 | 1.0 | 3 | -2 | -1.0 | 102
c1ccc(CCn2c(SCc3ccccc3)nnc2-c2ccncc2)cc1 | -3 | -11 | -32 | 10 | -0.3 | 5 | 4 | -1.6 | 87
CCN1CCN(c2ccc(NC(=O)c3cccc4ncccc34)cc2)CC1 | -6 | 2 | 12 | -1 | 6.1 | 9 | 8 | 1.6 | 109
CCN(CC)S(=O)(=O)c1ccc(NC(=O)c2cc(=O)[nH]c3ccccc23)cc1 | -8 | -6 | -12 | 11 | -0.5 | 0 | 8 | -2.1 | 95
COc1cccc(NC(=S)N2CCN(C(c3ccccc3)c3ccccc3)CC2)c1 | -2 | -9 | 16 | -15 | -2.2 | -3 | 33 | 0.5 | 95
O=C(NCCOc1ccc(F)cc1)C1CCC(=O)N(CCN2CCOCC2)C1 (centres undefined) | 4 | 1 | -2 | 2 | -2.5 | 14 | 6 | -4.7 | 102
CCOC(=O)N1CCN(c2cc(=O)n(Cc3ccc(F)cc3)c(=O)[nH]2)CC1 | 1 | -2 | -2 | 5 | -0.6 | 3 | 0 | -2.8 | 98
Cn1c(NC(=O)C(C)(C)Oc2ccc(Cl)cc2)cc(=O)n(C)c1=O | 4 | -1 | 3 | 17 | -3.7 | -4 | x | -3.4 | 100
CSc1ccccc1NC(=O)Nc1cccc(Cl)c1Cl | 25 | 2 | -8 | 7 | -1.8 | 2 | 11 | -1.2 | 97
Cc1cc(=O)oc2cc(OCC(=O)N3CCOCC3)ccc12 | 4 | 19 | -8 | 3 | 0.4 | 8 | 4 | -1.3 | 93
CCOCC(=O)Nc1nc2ccc(OCC)cc2s1 | -11 | 1 | -5 | 1 | -2.8 | -3 | 6 | -3.2 | 95
N#CC1(Cc2ccccc2)c2ccccc2C=CN1C(=O)c1ccccc1 (centres undefined) | -3 | -12 | -9 | 2 | -2.2 | 10 | 6 | -2.4 | 99
Cc1ccc(/C=[N+](\[O-])c2ccc(N(C)C)cc2)c2nsnc12 | 9 | 31* | 2 | -18 | -2.6 | 2 | -6 | -3.8 | 89
O=C(CNC(=O)c1cc(=O)[nH]c2ccccc12)Nc1ccc(F)c(F)c1 | 4 | -2 | 2 | 12 | -1.8 | 2 | 11 | -3.3 | 101
Cc1ccc2[nH]c(O)c(N=NC(N)=S)c2c1 | -1 | -3 | -1 | -10 | -1.7 | 5 | 12 | -2.2 | 96
COc1cccc2c1cc1c(=O)n(CC(=O)N3CCC(C)CC3)nc(C)n12 | -2 | 0 | -31 | 4 | 3.8 | 2 | -2 | -2.6 | 105
